tim23-1 inh – inhibits growth of tim23-1 mutant yeast | S. cerevisiae tim23-1 growth, BacTiter-Glo luminescence, 24 h | inhibition, % at 20 µM | 1.3% of 330,000 active;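 active = growth inhibition of the mutant yeast at or above 50%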;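 also: temperature-sensitive mutant grown at 25 °C; plate controls were DMSO-treated mutant yeast for no effect and medium wells lacking yeast for full effect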
APJ antag – blocks the human apelin receptor APJ. P35414. CHO-K1 APJ beta-arrestin complementation, luminescence. inhibition, % at 20 µM. 0.32% of 330,000 active;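 active = inhibition above about 40% at 20 µM, limit read from the data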;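 also: cells challenged with 10 nM apelin-13 agonist together with compound; plate controls were apelin-13 plus DMSO wells for no effect and DMSO wells lacking apelin-13 for full effect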
Target sequence (P35414 whole entry, looked up): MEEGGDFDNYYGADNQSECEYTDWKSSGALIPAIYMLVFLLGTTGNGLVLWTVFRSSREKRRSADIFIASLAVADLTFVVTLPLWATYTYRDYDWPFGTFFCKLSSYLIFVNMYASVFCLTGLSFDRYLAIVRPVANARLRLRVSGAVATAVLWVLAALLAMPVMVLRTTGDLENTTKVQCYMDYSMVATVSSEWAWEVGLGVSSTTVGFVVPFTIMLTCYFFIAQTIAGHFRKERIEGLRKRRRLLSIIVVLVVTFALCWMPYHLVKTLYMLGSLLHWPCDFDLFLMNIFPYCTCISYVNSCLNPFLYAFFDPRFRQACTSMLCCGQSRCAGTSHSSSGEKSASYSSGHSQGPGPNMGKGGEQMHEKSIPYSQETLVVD
TIM10 inh – growth inhibitors of TIM10 yeast strain | 1.4% of 330,000 active | S. cerevisiae TIM10 strain growth, BacTiter-Glo luminescence, 24 h | AID 463195 | inhibition, % at 10 µM;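 active = inhibition of 40% or more at the single tested concentration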;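 also: wild-type TIM10 isogenic control strain grown at permissive 25 °C; 0% = DMSO yeast wells and 100% = minimal medium wells without yeast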
UPR XBP1 act – adaptive UPR (XBP1) activation | CHO-XBP1 luciferase reporter, IRE1-XBP1 UPR activation, luminescence; percent of tunicamycin response, DMSO as zero | activation, % at 20 µM | 0.33% of 330,000 active | AID 463104;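 active = versus positive control, 20 µM dose yields 30% or more activation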;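 also: 100% = tunicamycin at 10 µg/mL and 0% = DMSO only wells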
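Material: CHO cell line with stable XBP1 luciferase reporter; buffer or medium: F12 medium containing 10% fetal bovine serum; compound: single point, 20 µM final compound, 1% DMSO; incubation: 6 h treatment, 37 °C; measured by: glow luminescence from Steady-Glo reagent; evaluation: activation, % of tunicamycin; control set: tunicamycin high, DMSO low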
APJ ag – APJ receptor agonism | P35414 | 0.11% of 330,000 active | AID 2520 | CHO-K1 APJ PathHunter beta-arrestin, luminescence; 0% DMSO wells, 100% apelin | activation, % at 20 µM;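 active = activation more than six SD over the plate average, tested at 20 µM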;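 also: 0% = DMSO alone and 100% = apelin-13 at 10 nM; some results filed as inactive read as strong as hits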
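Test system: CHO-K1 APJ beta-arrestin complementation cell line | Compound: Single test compound dose, 20 µM final, 1% DMSO | Incubation: Compound 90 min 25 °C, reagent 1 h | Measured by: beta-gal luminescence | Read-out basis: APJ–arrestin association signal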
CXCR6 inh – blocks human CXCR6 beta-arrestin recruitment | 0.36% of 360,000 active | O00574 | inhibition, % at 20 µM | CHO-K1 PathHunter CXCR6 beta-arrestin, luminescence; in the data active = inhibition above about 34%, passing the limit was not always enough;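 also: antagonist mode with CXCL16 agonist at 10 nM final; 0% = 10 nM CXCL16 with DMSO and 100% = unstimulated wells without agonist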
Target sequence (O00574 whole entry, looked up): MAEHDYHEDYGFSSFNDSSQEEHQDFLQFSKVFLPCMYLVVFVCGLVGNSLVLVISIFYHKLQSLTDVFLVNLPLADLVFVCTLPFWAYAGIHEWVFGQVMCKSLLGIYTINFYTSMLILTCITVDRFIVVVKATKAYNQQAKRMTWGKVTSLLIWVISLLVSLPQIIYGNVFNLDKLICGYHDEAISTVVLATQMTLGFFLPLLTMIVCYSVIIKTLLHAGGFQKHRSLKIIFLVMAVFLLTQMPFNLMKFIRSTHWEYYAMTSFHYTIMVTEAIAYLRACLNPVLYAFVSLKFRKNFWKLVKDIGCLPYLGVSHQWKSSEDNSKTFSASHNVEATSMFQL
UPR CHOP act – activators of apoptotic arm of unfolded protein response (CHOP). CHO-CHOP luciferase reporter, UPR activation, luminescence; percent of tunicamycin response over DMSO baseline. AID 449763. activation, % at 10 µM. 0.34% of 330,000 active;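 active = at 10 µM dose, activation of 40% or more, normalized to positive control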;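 also: 100% = tunicamycin at 10 µg/mL and 0% = DMSO alone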
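Assay system: CHO cells with stable CHOP pathway luciferase reporter; Buffer or medium: F12 plus 10% serum; Times: 16-18 h cell attachment, then 6 h compound exposure, 37 °C; Signal: luciferase luminescence; Read-out basis: percent activation relative to tunicamycin control; Control set: tunicamycin high control, DMSO low control.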
tim10-1 inh – inhibits growth of tim10-1 mutant yeast; S. cerevisiae tim10-1 ts strain growth, BacTiter-Glo, 24 h; inhibition, % at 20 µM; 2.2% of 330,000 active;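 active = inhibition of at least 40%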;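 also: mutant grown at 25 °C; 0% = DMSO wells with yeast and 100% = wells holding no yeast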
Mdm2 MdmX PPI – inhibitors of human Mdm2/MdmX interaction | O15151+Q00987 | SaOS-2 split-luciferase Mdm2/MdmX complementation, luminescence | inhibition, % at 8 µM | 3% of 330,000 active;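 active = inhibition of at least 50% at 8 µM in the primary screen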
An asterisk follows results filed as active; x = no result given. Not all compounds are listed; count on the stated rates, not on these rows.

SMILES	tim23-1 inh	APJ antag	TIM10 inh	UPR XBP1 act	APJ ag	CXCR6 inh	UPR CHOP act	tim10-1 inh	Mdm2 MdmX PPI
COCC(=O)Nc1nc2n(n1)C(c1ccccc1Cl)CC(c1ccc(OC)cc1)N2 (configuration not stated)	10	30	12	-4	-5	-2	2.2	11	-25
CC(C)(CN1CCN(Cc2ccccc2)CC1)NS(=O)(=O)c1ccc(Cl)cc1	26	2	11	-4	-3	-4	1.2	1	32
CC1CCc2c(sc3ncn4c(SCC(=O)NCc5ccco5)nnc4c23)C1 (configuration not stated)	2	-15	20	-1	1	2	-0.1	22	22
[O-][N+]12CCN(CC1)c1ccccc12	1	13	-6	-4	-5	-2	-2.8	0	20
Cn1nc(C(C)(C)C)c([N+](=O)[O-])c1C(=O)Nc1ccccc1	24	13	25	-1	-2	3	0.6	18	-8
COc1ccc(-c2oc3ccc(-c4ccc(OC)nc4)cc3c2C#CC2(O)CCCCC2)cc1	11	-98	8	0	8	-5	0.0	7	64*
COc1ccccc1N(CC(=O)NCCc1ccccc1)C(=O)CCC(=O)Nc1cc(C)ccn1	11	-4	7	-4	-1	0	2.6	10	9
CCOc1cc(N2CCOCC2)c(OCC)cc1NC(=O)CSc1n[nH]c(N)n1	7	-17	9	-2	-2	3	-1.2	9	-8
Cn1c(CN2CCCC2)nc2cc(NC(=O)COc3ccc(Cl)cc3)ccc21	9	6	5	1	-3	4	1.5	0	3
O=C(CSc1nc2cc(Cl)ccc2s1)NC(=O)NCc1ccco1	-8	11	3	-6	-2	0	-2.4	5	-4
Nc1nc(N2CCCCC2)nc2ccccc12	4	5	-7	-6	-4	0	-2.2	6	5
CCCOc1ccc(C(=O)N2CC3(CC(c4cccc(NC(=O)[C@@H]5CCC(=O)N5)c4)=NO3)C[C@H]2C(=O)NC2(C(N)=O)CC2)cc1 (some centres not stated)	4	1	12	1	-4	0	-0.9	12	-3
CC(=O)Nc1sc2c(c1C#N)CCCC2	9	12	-5	5	-4	8	0.8	15	-11
CCCC(=O)Nc1ccc(S(=O)(=O)N2CCCC2)cc1	15	0	15	-2	0	0	1.5	16	19
Cc1cccc(NC(=O)C2CCN(C(=O)NC3CCCCC3)CC2)c1	4	1	2	-7	-4	-4	-1.2	-3	6
COc1ccccc1NC(=O)Cc1nc(CCl)cs1	31	-5	8	1	1	3	-1.3	28	-9
CCOc1ccccc1NC(=S)NC(=O)CCCOc1ccc(Cl)cc1Cl	2	2	36	-2	-6	-1	-2.9	29	16
CN(CC(=O)Nc1ccc(N2CCOCC2)cc1)C(=O)CCc1ccccc1Cl	12	10	-3	-1	-2	3	2.1	9	-16
Cc1nnc(C)n1/N=C/c1cccnc1	9	10	-10	-1	-1	1	-0.2	18	6
COc1ccccc1NC(=O)CCN1CCN(C)CC1	7	0	0	-6	-2	1	2.7	2	-6
OC(COCCOc1ccc(Br)cc1)CN1CCN(Cc2ccccc2)CC1 (configuration not stated)	9	5	7	-1	1	-8	0.0	5	38
CCS(=O)(=O)c1nc(S(=O)(=O)c2ccc(C)cc2)c(N2CCC3(CC2)OCCO3)s1	26	6	11	-4	-3	8	-2.4	7	7
N#CCc1cccnc1Sc1ccc(Cl)cc1	12	-2	16	5	-5	3	0.2	14	-2
O=C(c1ccncc1)N1CCN(C2CCCCC2)CC1	-8	-6	22	4	-3	-1	1.5	-3	-11
CCN(Cc1ccccc1)CC(O)COc1ccccc1 (configuration not stated)	8	4	12	-1	-5	3	0.8	-1	-14
O=C(Nc1cccc(C2OCCCO2)c1)c1cccs1	28	9	44*	-1	-3	-6	0.8	38	18
Cc1c(C(=O)NCCN2CCOCC2)oc2ccccc12	1	-4	9	2	1	2	4.2	9	34
Cc1ccc(C(=O)c2ccccc2C(=O)OCC(=O)NCCc2ccc(Cl)cc2Cl)cc1	33	2	24	-1	-2	-6	-1.6	25	18
COc1cccc(NC(=O)CN(C)C(=O)CC(C)c2ccccc2)c1 (configuration not stated)	8	15	10	-1	1	4	-0.2	13	5
O=C(CCCn1cnc([N+](=O)[O-])n1)Nc1cc(Cl)ccc1O	8	-52	6	-7	0	3	1.3	16	9

Molecules listed so far that contain a nitro group on carbon (2):
SMILES	tim23-1 inh	APJ antag	TIM10 inh	UPR XBP1 act	APJ ag	CXCR6 inh	UPR CHOP act	tim10-1 inh	Mdm2 MdmX PPI
Cn1nc(C(C)(C)C)c([N+](=O)[O-])c1C(=O)Nc1ccccc1	24	13	25	-1	-2	3	0.6	18	-8
O=C(CCCn1cnc([N+](=O)[O-])n1)Nc1cc(Cl)ccc1O	8	-52	6	-7	0	3	1.3	16	9

The results go on.
SMILES	tim23-1 inh	APJ antag	TIM10 inh	UPR XBP1 act	APJ ag	CXCR6 inh	UPR CHOP act	tim10-1 inh	Mdm2 MdmX PPI
CC1CC(=O)N(CC(=O)NCc2ccccc2)c2ccccc2S1(=O)=O (configuration not stated)	15	5	1	1	-4	-4	1.0	10	16
COc1ccccc1-c1nc(-c2cccc(C)c2)no1	31	-10	14	-3	-5	-4	1.2	20	-103
Cc1cc(=O)n2c(nc3ccccc32)[nH]1	16	30	10	0	-1	-9	-1.2	3	12
Cc1cccnc1NC(=O)C(C)N1C(=O)c2ccccc2C1=O (configuration not stated)	6	14	12	1	-4	-6	1.2	4	22
COc1ccc(C2CC(c3cccs3)=NN2C(=O)CSc2nc3ccccc3s2)cc1 (configuration not stated)	13	-3	28	1	-1	3	-0.8	27	13
CCOc1cc(CNc2ccc(O)cc2)ccc1OCc1ccc(Cl)cc1Cl	16	-54	19	-7	7	-9	12	0	22
Cc1ccnc(NS(=O)(=O)c2cccc3nsnc23)c1	-6	6	-12	-3	0	-11	1.3	-8	-3
Cc1cc(C)c(S(=O)(=O)NCc2ccccn2)c(C)c1	-6	2	-7	-2	0	4	-2.6	1	11
Cc1ccc([N+](=O)[O-])cc1NC(=S)NC(=O)c1ccco1	5	22	7	-1	-5	27	-1.1	3	-5
Cc1ccc(S(=O)(=O)NC2=NCN(Cc3cccnc3)CN2)cc1	1	21	-23	-2	-1	-3	-2.1	5	5
Cc1cc(C)cc(NC(=O)CN2CCC(NC(=O)c3cccc(F)c3)CC2)c1	-6	1	-5	-2	-5	4	-0.7	5	19
Cc1ccc(-n2ncc3c(NNC(=O)c4cccs4)ncnc32)cc1	6	-10	11	-2	-1	8	-1.9	16	1
Cc1ccc(OCc2nnc(NC(=O)c3ccco3)s2)cc1	16	-20	16	3	-2	-2	0.6	20	-1
C[C@H](NC(=O)N1CCn2c1nc1ccccc12)C(=O)NCCc1ccccc1	3	24	8	-5	0	-8	0.4	-4	22
CC(C(=O)O)N1CCCCC1 (configuration not stated)	-3	-11	-11	0	-3	0	1.1	10	0
CCOC(=O)N1CCN(C(=O)C2CCN(Cc3cccc(OCc4ccccc4)c3)CC2)CC1	10	-7	10	-1	0	2	0.4	11	2
O=C(NC(=S)Nc1cccc(Cl)c1)c1cncc(Br)c1	26	24	26	-1	-6	23	3.6	29	13
Cc1ccnc(NC(=O)c2ccc([N+](=O)[O-])s2)c1	34	-142	69*	-2	22	-20	5.6	75*	-10
CC[C@@H]1C=C(C(=O)O)[C@H](c2ccc3c(c2)OCO3)N1S(=O)(=O)c1ccc(C)cc1	13	-6	-2	0	-2	3	3.5	10	-8
CCOC(=O)c1[nH]c(C)c(CN(Cc2ccco2)C(=O)C(F)(F)F)c1C	25	5	23	-1	4	1	2.4	16	16
Clc1ccc(-c2n[nH]c3c2CCC3)c(Cl)c1	33	7	15	-2	-1	-6	-0.6	41*	9
COc1ccccc1NC(=O)CN1CCN(c2ccccc2)CC1	5	1	6	-2	-7	-3	-0.4	25	19
O=S(=O)(Nc1nc2ccccc2nc1NCC1CCCO1)c1ccc(F)cc1 (configuration not stated)	15	1	-15	0	-7	4	-0.1	-4	-34
CC1(C)CC(NC(=S)NCc2ccc3c(c2)OCO3)CC(C)(C)N1	4	8	-8	10	-2	x	-0.3	9	0
COc1ccc(-c2noc(C3CCCN(C(=O)c4cccc(C)c4)C3)n2)cc1 (configuration not stated)	21	-19	-3	-3	-1	9	-0.4	25	19
CCCn1c(SCC(=O)Nc2cc(Cl)ccc2Cl)n[nH]c1=O	6	-21	-16	-1	-1	-7	-2.2	18	-2
Cc1ccc(NS(=O)(=O)c2ccc(Cl)c(N=Nc3c(O)[nH]c(=O)[nH]c3=O)c2)cc1Cl	-5	8	6	-1	-4	18	1.8	-8	23
CC(C)Cn1c(N)c(C(=O)COC(=O)c2ccc3ccccc3n2)c(=O)n(C)c1=O	22	-4	18	3	7	-12	-1.9	22	0
O=C(CNc1cc(S(=O)(=O)N2CCCC2)ccc1OCC(F)(F)F)Nc1ccc(SC(F)F)cc1	15	-15	4	-3	3	-12	2.9	7	15
CCOCCCn1c(=S)[nH]c2cc(C(=O)NCCN(CC)CC)ccc2c1=O	-3	-4	-4	-4	-3	-1	-2.2	13	16
COc1ccc(N=C2S/C(=C\c3cccs3)C(=O)N2CC(C)C)cc1	2	3	-11	-5	-5	8	-2.4	-5	16
O=c1c(CO)cc(CO)cc(CO)c1O	-3	-2	-6	6	-2	-1	1.1	0	6
CC1(C)NC(=O)N(CCCOc2ccccc2Br)C1=O	7	3	13	0	-1	-5	1.3	-17	-11
CCOc1c(Cl)cc(/C=N/O)cc1OC	13	11	0	0	-4	-3	-0.4	-5	12
CCc1ccc(/C=N/Nc2nn[nH]n2)cc1	6	8	3	0	-2	8	-0.5	-11	32
COc1ccc(/C=C2\CCn3c2nc2ccccc2c3=O)cc1OC	14	2	9	2	1	-9	1.9	4	-49
COc1cc(C(=O)N(c2ccc(C)c(C)c2)C2C=CS(=O)(=O)C2)cc(OC)c1OC (configuration not stated)	18	-2	-1	-3	-1	2	1.0	-1	1
NC(=O)C1CCN(Cc2nc3ccccc3c(=O)[nH]2)CC1	-10	19	-3	0	-5	14	0.5	6	11
COC(=O)c1ccc(/C=N\NC(=O)CC(=O)NCCc2ccccc2)cc1	2	8	15	1	-2	5	-0.4	19	-9
CCCc1cc(=O)oc2cc(C)cc(OCC(=O)N3CCC(C(=O)O)CC3)c12	-3	-60	-8	-3	-4	0	-1.8	-21	-1
CCOC(=O)c1sc(Nc2nc(C)cc(C)n2)nc1C	1	11	19	6	-3	0	1.4	3	57*
COC(=O)C1=C(C)NC(=O)CC1c1cccc(Cl)c1Cl (configuration not stated)	5	-3	-4	0	1	1	-1.6	10	17
Cc1noc(C)c1COc1ccc(C(=O)NNC(=O)c2ccccc2O)cc1	-29	7	0	-2	0	0	3.0	11	27
CCOc1ccc2[nH]c(=O)c(CN(CCOC)C(=O)N3CCOCC3)cc2c1	6	3	0	-1	-4	0	-1.8	8	12

Compound activity from PubChem BioAssay.
